From PubChem
MIN6 prolif – inducers of MIN6 beta-cell proliferation, primary screen, ATP luminescence, uHTS | MIN6 cells proliferation, ATPlite luminescence, 48 h; cells starved in 0.2% serum; 100% = growth in 10% serum | proliferation, % at 10 µM | hit rate 0.29% among 330,000;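 active = compounds whose signal lies at least 3.5 SD above the mean of all wells on their plate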;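 also: 0% = DMSO-treated cells in low-serum medium and 100% = 10% serum control; some compounds called inactive have numbers as strong as hits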
mIAP act – activators of mouse IAP, primary screen, biochemical, luminescence, uHTS. intestinal alkaline phosphatase [Mus musculus]. muIAP, CDP-Star luminescence, 30 min; active compounds read high; 1 = vehicle-only enzyme signal, 0 = enzyme-free wells. activation factor at 10 µM. hit rate 0.24% among 330,000;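 active = activation factor of at least 2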; also: the source names both 10 and 20 µM as test concentration; values of inactives mirror those of a sister screen read the other way
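Assay system: mouse IAP enzyme; reagent: chemiluminescent substrate CDP-Star; dosing: test compounds delivered from DMSO solution; schedule: 30 min at room temperature; measured by: luminescence from enzymatic CDP-Star hydrolysis; controls: DMSO-only wells and no-enzyme negative control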
APOBEC3G inh – APOBEC3G DNA deaminase inhibitors, primary screen, biochemical, fluorescence, single-stranded DNA substrate, uHTS; inhibition, % at 20 µM; recombinant A3G, ssDNA deamination FAM/TAMRA fluorescence; hit rate 0.28% among 330,000;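 active = inhibition of at least 40% at 20 µM, with no more than 30% in the related APOBEC3A deaminase screen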;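 also: plate controls were DMSO wells with A3G for no effect and wells lacking A3G enzyme for full effect; some compounds called inactive have numbers as strong as hits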
Target sequence (Q9HC16 whole entry, looked up): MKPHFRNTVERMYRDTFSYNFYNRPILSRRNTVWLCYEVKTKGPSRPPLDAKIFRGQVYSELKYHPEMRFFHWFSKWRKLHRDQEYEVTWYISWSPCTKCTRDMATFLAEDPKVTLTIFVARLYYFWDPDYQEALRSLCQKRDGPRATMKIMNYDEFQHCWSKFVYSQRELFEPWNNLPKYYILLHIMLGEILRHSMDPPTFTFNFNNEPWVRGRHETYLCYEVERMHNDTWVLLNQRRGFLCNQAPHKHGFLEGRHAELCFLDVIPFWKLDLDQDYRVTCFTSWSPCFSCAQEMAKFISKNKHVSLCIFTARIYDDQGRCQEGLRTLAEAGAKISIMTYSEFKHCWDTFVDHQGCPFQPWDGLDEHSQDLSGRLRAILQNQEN
hIAP block – human IAP inhibitors, primary screen, biochemical, luminescence, uHTS | hit rate 0.12% among 330,000 | inhibition, % at 10 µM | purified IAP, CDP-Star luminescence, 30 min;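 active = inhibition reaching a set limit with compound at 10 µM in the primary screen, cut at about 35% in these data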;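 also: plate controls were DMSO wells with enzyme for no effect and no-enzyme buffer wells for full effect; values of inactives mirror those of a sister screen read the other way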
Target sequence (P09923 whole entry, looked up): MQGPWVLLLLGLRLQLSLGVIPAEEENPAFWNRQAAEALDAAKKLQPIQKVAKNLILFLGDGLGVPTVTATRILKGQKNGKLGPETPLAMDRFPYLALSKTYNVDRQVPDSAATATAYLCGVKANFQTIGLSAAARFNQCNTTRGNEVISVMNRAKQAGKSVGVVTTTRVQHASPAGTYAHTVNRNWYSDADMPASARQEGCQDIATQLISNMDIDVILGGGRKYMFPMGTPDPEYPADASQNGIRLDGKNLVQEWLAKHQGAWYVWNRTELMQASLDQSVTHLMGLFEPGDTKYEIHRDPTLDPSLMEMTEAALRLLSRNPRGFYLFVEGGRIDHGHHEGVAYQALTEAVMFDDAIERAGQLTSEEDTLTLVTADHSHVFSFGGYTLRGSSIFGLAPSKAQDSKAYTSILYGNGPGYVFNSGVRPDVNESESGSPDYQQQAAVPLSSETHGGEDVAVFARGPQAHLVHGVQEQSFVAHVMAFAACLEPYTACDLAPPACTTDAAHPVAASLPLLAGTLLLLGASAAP
TIM10 inh – growth inhibitors of isogenic TIM10 control yeast, primary screen, counter-screen for tim10-1 yeast inhibitor project, luminescence, uHTS | S. cerevisiae TIM10 strain growth, BacTiter-Glo luminescence, 24 h | inhibition, % at 10 µM | hit rate 1.4% among 330,000 | AID 463195, 2010;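 active = inhibition of 40% or more at the single tested concentration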;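 also: wild-type TIM10 isogenic control strain grown at permissive 25 °C; 0% = DMSO yeast wells and 100% = minimal medium wells without yeast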
NALP3 yeast inh – NALP3 inflammasome inhibitors in reconstituted yeast, primary screen, luminescence, uHTS. hit rate 0.39% among 330,000. AID 2825, 2010. Yeast reconstituted NLRP3/ASC/caspase-1, beta-gal luminescence, 24 h. inhibition, % at 10 µM;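 active = inhibition of 50% or more; inactive = inhibition below 50%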;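 also: plate controls were induced DMSO wells for no effect and uninduced yeast grown without galactose for full effect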
tim10-1 inh – growth inhibitors of tim10-1 mutant yeast, primary screen, luminescence, uHTS; inhibition, % at 20 µM; AID 463190, 2010; S. cerevisiae tim10-1 ts strain growth, BacTiter-Glo, 24 h; hit rate 2.2% among 330,000;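 active = inhibition of at least 40%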;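 also: mutant grown at 25 °C; 0% = DMSO wells with yeast and 100% = wells holding no yeast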
A3A deaminase – APOBEC3A ssDNA deaminase inhibitors, primary screen, selectivity assay for APOBEC3G inhibitor project, biochemical, FAM/TAMRA oligo cleavage fluorescence. recombinant A3A, FAM/TAMRA ssDNA deamination fluorescence. inhibition, % at 20 µM. hit rate 0.41% among 330,000;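 active = at least 40% inhibition at 20 µM here, with at most 30% in a related deaminase screen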;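 also: plate controls were A3A with DMSO for no effect and wells lacking A3A enzyme for full effect; some results filed as inactive read as strong as hits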
mIAP inh – inhibitors of mouse IAP, primary screen, biochemical, luminescence, uHTS; intestinal alkaline phosphatase [Mus musculus]; purified mouse IAP, CDP-Star luminescence, 30 min; inhibition, % at 10 µM; hit rate 0.2% among 330,000; AID 2806, 2010;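 active = inhibition of at least 40% at 10 µM in the primary screen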;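 also: plate controls were DMSO with enzyme for no effect and no enzyme wells for full effect; values of inactives mirror those of a sister screen read the other way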
* = called active by the depositor; . = no result given. Not a hit list. About 4.6% of those tested had a hit in this group.

Values run as follows: MIN6 prolif, mIAP act, APOBEC3G inh, hIAP block, TIM10 inh, NALP3 yeast inh, tim10-1 inh, A3A deaminase, mIAP inh
- Cc1ccc(/C=N/NC(=O)CN2CCN(Cc3ccccc3)CC2)s1
 : 0, 0.99, -1, -14, 17, 18, -4, -2, 1
- Cc1ccccc1NC(=O)CN1C(=O)c2ccccc2C1=O
 : -3, 1.1, 7, -10, 0, 10, -4, -6, -9
- N#C/C(=N\Nc1ccc(Cl)cc1)C(N)=S
 : -4, 0.84, 11, 7, 13, 75*, 19, 4, 16
- O=C1NC(=O)C2C1C(c1ccccc1)N1C3C(=O)NC(=O)C3C(c3ccccc3)N21 (stereo not drawn)
 : 1, 1, 3, 3, -1, -8, 13, 1, -1
- Cc1ccc(N2C(=O)c3cccc4c(N5CCN(C)CC5)ccc(c34)C2=O)c2cccnc12
 : -4, 0.98, -24, 10, 22, 6, 17, -10, 2
- CC1Nc2ccccc2C(=O)N1NC(=O)c1ccc(Br)cc1 (stereo not drawn)
 : -2, 1.1, -6, -5, 19, -8, 30, -7, -12
- CCOC(=O)C1(CCCc2ccccc2)CCN(C(=O)CCn2cnnn2)CC1
 : -2, 1, -3, -14, 1, -6, 16, -4, -3
- CCc1cc(=O)n2[nH]c(C)c(-c3ccccc3OC)c2n1
 : 4, 0.93, -7, 10, 1, 9, 4, -2, 7
- CC(C)c1nnc(NC(=O)c2ccc(S(=O)(=O)N3CCOCC3)cc2)s1
 : 1, 1, -14, 4, 1, -4, 4, -3, 0
- CCCOC(=O)NC(CC)COC(=O)Nc1cccc(C)c1C (stereo not drawn)
 : 4, 0.98, -4, -9, -11, 5, 11, 5, 2
- CC(=O)CSc1ncnc2sc3c(c12)CCC(C)C3 (stereo not drawn)
 : 2, 0.92, -5, 1, 43*, 15, 40, -2, 8
- CCOC(=O)C1CCCN(C(=O)C(C)(C)Oc2ccc(Cl)cc2)C1 (stereo not drawn)
 : 2, 1.1, -6, -7, -22, 4, 37, -4, -7
- COc1ccccc1/C=N/OCC(=O)NCc1ccc2c(c1)OCO2
 : -1, 0.95, -7, 8, 12, 17, 19, -3, 5
- CCOC(=O)Cc1csc(N/N=C/c2ccc(C(F)(F)F)cc2)n1
 : -1, 0.91, 6, -13, 8, 0, 7, -3, 9
- CC1(C)CC(=O)C(C=Nc2cccnc2)=C(O)C1
 : -3, 1.1, 4, 20, -7, 13, -2, -1, -10
- COc1cc(CNCCN2CCOCC2)ccc1OCc1ccccc1Cl
 : -1, 0.91, -2, 6, 9, 6, 1, 7, 9
- CC(NC(=O)/C(=C\c1ccco1)NC(=O)c1ccco1)C(=O)O (stereo not drawn)
 : -2, 1, -1, 22, -3, 2, -7, 2, -2
- CC(=O)c1cc(F)c(N2CCN(CCC#N)CC2)cc1C
 : -3, 0.97, -4, 3, -14, 3, 9, 6, 3
- CC1(CCc2ccccc2)NC(=O)N(CC(=O)Nc2ccc(OC(F)F)cc2)C1=O (stereo not drawn)
 : -4, 1.1, -7, 4, 3, 6, -2, -4, -5
- Cn1nc(C(=O)Nc2cccc(C(F)(F)F)c2)ccc1=O
 : -2, 0.94, -2, 0, 5, 15, 26, 0, 6

Quoted from the listing:
COc1ccccc1/C=N/OCC(=O)NCc1ccc2c(c1)OCO2 in mIAP act shows 0.95
CC(C)c1nnc(NC(=O)c2ccc(S(=O)(=O)N3CCOCC3)cc2)s1 in mIAP act shows 1

Next structures follow:
Values run as follows: MIN6 prolif, mIAP act, APOBEC3G inh, hIAP block, TIM10 inh, NALP3 yeast inh, tim10-1 inh, A3A deaminase, mIAP inh
- Cc1cc(C)c[n+](CC(=O)c2cc3ccccc3oc2=O)c1
 : -2, 0.94, 1, -2, 6, 9, 10, 5, 6
- Cc1cc(C(=O)COC(=O)c2ccc(O)cc2O)c(C)n1-c1ccccc1
 : -8, 0.9, -4, 4, 20, 0, 12, -3, 10
- COc1ccc(CN2CC(C(=O)NCCc3ccc(Cl)cc3)CC2=O)cc1 (stereo not drawn)
 : 1, 0.98, -2, -16, 14, 1, -2, -2, 2
- O=C(COC(=O)CCCOc1ccc(Cl)cc1Cl)NCc1ccccc1
 : 2, 1.1, 0, 6, -6, 24, 28, -4, -6
- Cn1ncc2c(=O)n(/N=C/c3ccccc3)cnc21
 : -2, 0.88, -6, -26, -12, 12, 2, 0, 12
- Nc1c(Cl)nc(-c2ccccc2)nc1Cl
 : -3, 1, -7, 17, 19, -1, 10, 2, -4
- Cc1ccccc1OC(C)C(=O)NCCC1=CCCCC1 (stereo not drawn)
 : -1, 0.92, -5, 0, 0, 25, -2, -4, 8
- CN1C(=O)Cc2cc(S(=O)(=O)NCc3c(F)cccc3Cl)ccc21
 : -2, 1.1, -6, -4, -2, 18, 4, 1, -8
- CCOc1ccc(N2CC(C(=O)NCCN3C(=O)S/C(=C\c4ccc(OC)c(OC)c4)C3=O)CC2=O)cc1 (stereo not drawn)
 : -4, 1.1, -2, 5, 13, -12, 21, 3, -6
- O=C(/C=C/c1ccc2c(c1)OCO2)NCC1CCCO1 (stereo not drawn)
 : -2, 0.95, 0, 0, -7, 4, 2, 5, 5
- Cc1ccccc1C(=O)N=c1c(C#N)cc2c(=O)n3cccc(C)c3nc2n1Cc1ccco1
 : -1, 1.2, 16, 0, -5, 3, 24, 13, -19
- O=C(Nc1ccccc1)N1CCC(O)(c2cccc(C(F)(F)F)c2)CC1
 : -2, 1, 13, 5, 10, 13, 24, -2, 0
- O=C(COC(=O)c1ccccc1[N+](=O)[O-])Nc1cccnc1Cl
 : -2, 0.9, -6, 19, -6, 5, 3, 0, 10
- O=C(CNC(=O)c1cccs1)N/N=C/c1cccc(Cl)c1
 : 0, 0.94, -5, 3, 11, 1, 1, -2, 6
- Cc1cc(SCC(=O)c2ccccc2)nc(C)n1
 : -1, 1.1, -4, 1, 10, 8, 5, -2, -6
- COCCCn1c(=S)[nH]c2sc3c(c2c1=O)CCCS3
 : -3, 0.89, 0, -17, 10, -4, 31, -1, 11
- CCC/C(=N\NC(=O)C1CCCC1)c1ccccc1
 : 0, 1.1, -5, 0, 8, 6, -10, -2, -7
- CC(C)NC(=S)N/N=C1\CCCc2ccccc21
 : -4, 0.92, -10, 5, -9, 32, 8, -2, 8
- Cc1ccccc1NC(=O)c1cc(C(=O)c2cc(Cl)ccc2O)cn(-c2ccccc2C)c1=O
 : -3, 0.91, -2, 13, 14, 19, 22, -2, 9
- CC(C)(C)OC(=O)C[C@H]1C/C=C\C[C@@H](CC(=O)N[C@@H](CO)Cc2ccccc2)C(=O)NC[C@@H](c2ccccc2)OC1=O
 : 4, 1.1, -11, -18, -1, 1, 8, -4, -6

Brought forward from above: 7 compounds; new compounds follow.
Values run as follows: MIN6 prolif, mIAP act, APOBEC3G inh, hIAP block, TIM10 inh, NALP3 yeast inh, tim10-1 inh, A3A deaminase, mIAP inh
- O=C(CNC(=O)c1cccs1)N/N=C/c1cccc(Cl)c1
 : 0, 0.94, -5, 3, 11, 1, 1, -2, 6
- Cc1cc(SCC(=O)c2ccccc2)nc(C)n1
 : -1, 1.1, -4, 1, 10, 8, 5, -2, -6
- COCCCn1c(=S)[nH]c2sc3c(c2c1=O)CCCS3
 : -3, 0.89, 0, -17, 10, -4, 31, -1, 11
- CCC/C(=N\NC(=O)C1CCCC1)c1ccccc1
 : 0, 1.1, -5, 0, 8, 6, -10, -2, -7
- CC(C)NC(=S)N/N=C1\CCCc2ccccc21
 : -4, 0.92, -10, 5, -9, 32, 8, -2, 8
- Cc1ccccc1NC(=O)c1cc(C(=O)c2cc(Cl)ccc2O)cn(-c2ccccc2C)c1=O
 : -3, 0.91, -2, 13, 14, 19, 22, -2, 9
- CC(C)(C)OC(=O)C[C@H]1C/C=C\C[C@@H](CC(=O)N[C@@H](CO)Cc2ccccc2)C(=O)NC[C@@H](c2ccccc2)OC1=O
 : 4, 1.1, -11, -18, -1, 1, 8, -4, -6
- Cc1ccc(NC(=O)CNCc2ccccc2Cl)cc1S(=O)(=O)N(C)C
 : -3, 1.1, 0, -1, 0, 11, 24, 2, -14
- COc1cccc(N2C(=O)Nc3ccc(Br)cc3C2(O)C(=O)NCCCOC(C)C)c1 (stereo not drawn)
 : 2, 1, -9, 1, 6, -1, -18, -5, -3
- CC(=O)c1cc2c(cc1NC(=O)CN1CCC(Cc3ccccc3)CC1)OCO2
 : 0, 0.97, 1, -4, 11, 11, 21, 0, 3
- Cc1cc(SCc2ccc(Cl)cc2)nc(=O)[nH]1
 : 0, 0.95, -5, -6, 1, -2, 2, -2, 5
- O=C(Cc1ccccc1F)Nc1ccc(Cl)nc1
 : -2, 1, -1, -3, -7, 5, 14, 0, -4
- Cc1ccc(-c2nnc(SCC(=O)N(C)C)nc2-c2ccc(C)cc2)cc1
 : 0, 0.87, -8, -5, 14, 49, 4, -2, 13
- CCOC(=O)C1C(C(=O)OC)=C(C2=CCCCC2)c2ccccc2N1S(=O)(=O)C(F)(F)F (stereo not drawn)
 : ., 0.97, 0, ., -7, ., 17, -1, 3
- COc1cc(C(C2C(=O)CC(C)(C)CC2=O)C2C(=O)CC(C)(C)CC2=O)cc(OC)c1OC
 : -1, 1, -8, -6, -16, 13, 16, -1, -4
- COc1ccc(-c2cc(C(F)(F)F)n3nc(C(=O)NCCN4CCOCC4)cc3n2)cc1
 : -3, 0.89, 1, -7, -28, -16, -29, 4, 11
- CCOc1ccccc1/C=N/NC(=O)c1nnn(-c2nonc2N)c1CN1CCC(C)CC1
 : 0, 0.85, -10, 10, 11, 0, -9, -1, 14
- CS(=O)(=O)N(CC(=O)Nc1ccc2c(c1)OCO2)Cc1ccc(Cl)cc1
 : 1, 1.2, -4, 3, -3, 6, 21, 1, -16
- COc1ccc(CN(C)C(=O)CCN=C2NS(=O)(=O)c3ccccc32)c(OC)c1
 : 1, 0.95, -5, -19, 2, 19, 6, 0, 5
- CCN(CC(=O)NCCc1ccccc1)S(=O)(=O)c1ccc(C)cc1
 : 0, 0.9, -2, 3, 6, 19, 17, 0, 10
- O=C(Cn1cncn1)c1ccc(Cl)cc1
 : -4, 0.93, -2, 0, -2, 2, 18, 2, 7
- COc1cc(NS(=O)(=O)c2cc(C(=O)N3CCN(C(C)=O)CC3)ccc2OC)cc(OC)c1
 : -1, 0.93, -6, 2, 2, 14, -4, -2, 7
- COCCN(C(=O)CCCC(=O)Nc1ccccn1)C(C(=O)NC1CCCC1)c1ccc(C)cc1 (stereo not drawn)
 : 1, 0.96, -4, 0, 8, 5, 7, 0, 4
- c1ccc2sc(NC3=NCN(C4CCCCC4)CN3)nc2c1
 : 0, 1.1, -9, 11, 4, 5, 13, 3, -6
- CC(C)(C)NC(=S)NC(=O)C12CC3CCC(CC(C3)C1)C2
 : 0, 1, 0, 1, 45*, 24, 36, 0, -4
- Cc1cccc(N2CCN(C(=O)c3ccc(-n4cncn4)c([N+](=O)[O-])c3)CC2)c1C
 : -4, 0.92, -6, 2, 6, 12, 13, 0, 8
